# Bioassay records: PubChem, several laboratories
# Wnt act – activators of Wnt/beta-catenin signaling; Wnt/beta-catenin reporter cell assay, activator, plate reader; activation, % at 9.35 µM; hit rate 1.2% among 300,000; AID 743398; in the data active means activation above about 30%, passing the limit was not always enough;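 further: 0% = neutral control wells and 100% = positive control wells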
# Pemphigus Ab inh – human desmoglein-3 autoantibody binding inhibition. DSG3-coupled beads, scFv-anti-DSG3-GFP binding, flow cytometry; active compounds read low. binding (percent of control), % at 10 µM. hit rate 0.48% among 310,000. AID 588358;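 active means binding more than 3 SD below its plate's average and above zero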;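 further: hits lower antibody fragment binding to DSG3; some compounds called inactive have numbers as strong as hits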
# Keap1 Nrf2 FP – Keap1-Nrf2 (human) interaction inhibition; hit rate 0.15% among 340,000; Q14145; inhibition, % at 9.4 µM; Keap1 Kelch-Nrf2 peptide fluorescence polarization, 1536-well; in the data active means inhibition above about 12%;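 further: human Keap1 Kelch domain with fluorescein labeled Nrf2 9mer peptide probe; 0% = neutral control wells and 100% = peptide positive control; higher means more block of Keap1 binding to Nrf2 peptide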
# Target sequence (Q14145 whole entry, looked up, the tested form may be a part): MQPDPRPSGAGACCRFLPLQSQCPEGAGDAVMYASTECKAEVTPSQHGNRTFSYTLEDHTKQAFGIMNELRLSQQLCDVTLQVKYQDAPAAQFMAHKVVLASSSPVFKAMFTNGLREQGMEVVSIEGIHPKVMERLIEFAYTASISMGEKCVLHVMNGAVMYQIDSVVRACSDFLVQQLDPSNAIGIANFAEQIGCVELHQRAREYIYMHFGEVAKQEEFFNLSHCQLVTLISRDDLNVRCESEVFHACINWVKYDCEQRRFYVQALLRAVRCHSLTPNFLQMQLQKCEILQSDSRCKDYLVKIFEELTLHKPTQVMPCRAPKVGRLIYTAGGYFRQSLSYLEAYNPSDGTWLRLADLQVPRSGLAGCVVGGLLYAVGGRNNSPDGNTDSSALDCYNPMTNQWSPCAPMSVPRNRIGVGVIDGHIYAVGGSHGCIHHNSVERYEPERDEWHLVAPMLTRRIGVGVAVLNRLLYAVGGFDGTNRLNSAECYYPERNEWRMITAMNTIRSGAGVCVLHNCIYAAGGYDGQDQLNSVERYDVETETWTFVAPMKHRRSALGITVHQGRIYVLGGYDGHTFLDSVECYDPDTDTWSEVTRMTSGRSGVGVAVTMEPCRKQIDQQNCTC
# RTF Ca sens inh – cardiac RTF calcium desensitization. hit rate 0.12% among 340,000. inhibition, % at 7.15 µM. IANBD-labeled cardiac RTF, Ca2+ fluorescence. P19429+P45379;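 active means inhibition above the mean inhibition of all tested compounds plus 3 SD, cut at about 17% in these data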;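 further: assay run at fixed EC70 calcium of 1.6 mM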
# MOR-DOR ag – OPRM1-OPRD1 heterodimerization agonism; hit rate 0.3% among 340,000; activation, % at 9.3 µM; AID 504326; P35372+P41143; cells, luminescence; in the data active means activation above about 18%;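 further: 0% = vehicle-treated cells and 100% = reference agonist; values of inactives mirror those of a sister screen read the other way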
# OPRM1-OPRD1 inv – mu-delta opioid heterodimer inverse agonism. hit rate 0.21% among 340,000. AID 504357. P35372+P41143. inhibition, % at 9.3 µM. cell-based MOR-DOR heterodimer luminescence; in the data active means inhibition above about 22%, passing the limit was not always enough;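 further: 0% = cells with DMSO and 100% = wells without cells with DMSO; values of inactives mirror those of a sister screen read the other way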
# Arrestin-AP2 inh – inhibitors of human beta-arrestin and AP2 interaction; FITC-arrestin peptide / GST-AP2 beads, flow cytometry; AP2 beta2 appendage carries R879A mutation; inhibition, % at 10 µM; hit rate 0.31% among 340,000; AID 504490;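 active means inhibition above a set limit, near 3 SD of compounds lacking own fluorescence, cut at about 54% in these data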;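 further: plate controls were DMSO wells for no effect and 5 µM unlabelled arrestin peptide for full effect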
#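 Material – GST-tagged AP2 beta2-adaptin appendage (R879A) on 4 µm glutathione beads · Probe or stimulus – fluorescein-tagged arrestin peptide at 50 nM final · Timing – 12 min plus 1 h, RT · Detection – bead flow cytometry, FITC channel · Read-out basis – inhibition as reduced fluorescein signal on beads, percent · Medium – PBS plus Tween 20 (0.05%) and BSA (0.1%)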
# V-ATPase pH – alters yeast V-ATPase proton transport; S. cerevisiae, pHLuorin cytosolic pH fluorescence; response, % at 10 µM; hit rate 0.37% among 350,000; AID 504577; in the data active means response mostly above about 7.3%, no sharp cut-off; inactive means mostly below about 5.4%; further: actives read high; inactives centre near 0; some compounds called inactive have numbers as strong as hits; reference of the scale not given here
# RTF Ca sens act – increases calcium sensitivity of human cardiac regulated thin filaments; hit rate 0.24% among 340,000; activation, % at 7.2 µM; IANBD-labeled TnC RTF fluorescence at EC20 calcium; 0% EC20 calcium, 100% full calcium; AID 493008;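 active means activation above the mean over all tested compounds plus 3 SD, cut at about 30% in these data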;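 further: rise in fluorescence read as greater calcium sensitivity of cardiac thin filaments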
# LANA DNA inh – inhibitors of KSHV LANA C-terminal domain DNA binding. hit rate 0.078% among 340,000. MBP-C-LANA/FAM-LBS DNA binding, fluorescence polarization. inhibition, % at 9 µM;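 active means highest replicate inhibition at or above 60% at 9 µM, even if other replicates fall short; inactive means all replicates below 60% inhibition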;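 further: 0% = neutral control wells and 100% = 4 µM acridine orange control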
# An asterisk follows results filed as active; / = no result given.
No. | canonical_smiles | Wnt act | Pemphigus Ab inh | Keap1 Nrf2 FP | RTF Ca sens inh | MOR-DOR ag | OPRM1-OPRD1 inv | Arrestin-AP2 inh | V-ATPase pH | RTF Ca sens act | LANA DNA inh
1 | Cc1ccc(C(=O)NCc2ccco2)cc1S(=O)(=O)Nc1cccc(Cl)c1 | / | 100 | -5 | -11 | 1.5 | -7 | 4 | 0 | -2 | -0.4
2 | CN(CCC#N)C(=O)COC(=O)c1ccc2c(c1)C(=O)N(C1CCCCC1)C2=O | -3 | / | 4 | -3 | -1.3 | 7 | -7 | 0 | -2 | -0.5
3 | COCc1cc(NCc2ccc(Cl)cc2)nc(C)n1 | -1 | 107 | 3 | -5 | -3.3 | 15 | 27 | -4 | 1 | 0.2
4 | Cc1cccc(N2C(=O)C=CC2=O)c1 | 4 | 97 | -2 | 3 | -1.0 | 5 | 14 | -3 | -5 | -1.3
5 | CC(C)(C)C(=O)N(Cc1ccc(Cl)cc1)Cc1cccnc1 | 0 | 98 | 0 | -7 | -2.3 | 12 | 2 | -3 | 0 | -1.7
6 | CC(C)(C)NC(=O)C(Cc1ccccc1)NS(=O)(=O)c1cccc2nsnc12 (centres undefined) | / | 105 | 3 | -19 | 2.2 | -13 | 2 | -8 | -6 | 11
7 | CCOc1cccc2sc(N(CCCN(C)C)C(=O)Cc3ccccc3)nc12 | -1 | 100 | 3 | -14 | -3.6 | 19 | 25 | 6 | 2 | -0.1
8 | CCOC(=O)c1c(C)c(C(=O)Nc2cc(F)ccc2F)c(C)n1C | 5 | 99 | 3 | -2 | 2.9 | -15 | 7 | 2 | 3 | 0.3
9 | O=C(NCc1ccc(OC(F)(F)F)cc1)C1CC(c2ccccc2C(F)(F)F)=NO1 (centres undefined) | 1 | 95 | -1 | -9 | 0.6 | -3 | -6 | -2 | -4 | 2.7
10 | CC(=Nc1ccc(C)c(C)c1)C1=C(O)CCC1=O | / | 104 | 2 | -1 | -3.5 | 16 | 32 | -8 | -4 | -0.5
11 | COc1cc(C(=O)Nc2ccc(N3CCCS3(=O)=O)cc2)c([N+](=O)[O-])cc1OC | 0 | 108 | 3 | 8 | 0.4 | -3 | -1 | -3 | -5 | 0.0
12 | O=C(NNc1ccc([N+](=O)[O-])cc1)Nc1ccccc1 | 6 | 97 | -3 | -9 | -1.6 | 8 | -10 | -1 | -2 | -1.1
13 | NC(=O)CSc1ncnc2c1nnn2Cc1ccc(F)cc1 | -1 | 93 | 2 | -4 | -0.7 | 4 | -14 | 2 | 3 | 2.4
14 | CCC(=O)N=c1ccn(C2=Nc3ccccc3NC2=C(C#N)C#N)cc1 | 5 | 99 | 2 | 6 | -1.2 | 7 | -13 | -4 | 2 | 4.4
15 | Cc1ccc(NC(=O)NCCN2C(=O)C3C4C=CC(C4)C3C2=O)cc1 (centres undefined) | 22 | 108 | 1 | -2 | -1.7 | 8 | 25 | 2 | 7 | -2.3
16 | CC(NCC(=O)NCC(=O)Nc1ccc(F)cc1)c1cccc(C(F)(F)F)c1 (centres undefined) | -4 | 94 | -5 | -3 | 0.1 | 0 | 1 | 4 | 1 | -2.4
17 | C#CCn1c(S(=O)(=O)Cc2ccc(OC)cc2)nc(-c2ccccc2)c1-c1ccccc1 | / | 99 | -3 | -6 | -0.8 | 4 | -1 | -2 | -4 | -0.5
18 | COc1ccc(S(=O)(=O)N2CCCC(C(=O)NCC3CCCO3)C2)cc1Cl (centres undefined) | 0 | 105 | -4 | -8 | -1.7 | 12 | 4 | 0 | -3 | -2.6
19 | CCC(C)[C@H](NC(=O)N1CCC(Cc2ccccc2)CC1)C(=O)O (some centres undefined) | 1 | 109 | -2 | 2 | -3.7 | 17 | 16 | -1 | 10 | -1.2
20 | CCOC(=O)COn1c(=O)c(-c2cccs2)[n+]([O-])c2ccccc21 | / | / | -1 | -2 | 2.4 | -12 | 16 | 0 | -4 | -1.0

# Entries listed so far that have a cyano group:
No. | canonical_smiles | Wnt act | Pemphigus Ab inh | Keap1 Nrf2 FP | RTF Ca sens inh | MOR-DOR ag | OPRM1-OPRD1 inv | Arrestin-AP2 inh | V-ATPase pH | RTF Ca sens act | LANA DNA inh
2 | CN(CCC#N)C(=O)COC(=O)c1ccc2c(c1)C(=O)N(C1CCCCC1)C2=O | -3 | / | 4 | -3 | -1.3 | 7 | -7 | 0 | -2 | -0.5
14 | CCC(=O)N=c1ccn(C2=Nc3ccccc3NC2=C(C#N)C#N)cc1 | 5 | 99 | 2 | 6 | -1.2 | 7 | -13 | -4 | 2 | 4.4

# Shown field by field: part of the list above
(3) COCc1cc(NCc2ccc(Cl)cc2)nc(C)n1
  Wnt act: -1; Pemphigus Ab inh: 107; Keap1 Nrf2 FP: 3; RTF Ca sens inh: -5; MOR-DOR ag: -3.3; OPRM1-OPRD1 inv: 15; Arrestin-AP2 inh: 27; V-ATPase pH: -4; RTF Ca sens act: 1; LANA DNA inh: 0.2

(4) Cc1cccc(N2C(=O)C=CC2=O)c1
  Wnt act: 4; Pemphigus Ab inh: 97; Keap1 Nrf2 FP: -2; RTF Ca sens inh: 3; MOR-DOR ag: -1.0; OPRM1-OPRD1 inv: 5; Arrestin-AP2 inh: 14; V-ATPase pH: -3; RTF Ca sens act: -5; LANA DNA inh: -1.3

(5) CC(C)(C)C(=O)N(Cc1ccc(Cl)cc1)Cc1cccnc1
  Wnt act: 0; Pemphigus Ab inh: 98; Keap1 Nrf2 FP: 0; RTF Ca sens inh: -7; MOR-DOR ag: -2.3; OPRM1-OPRD1 inv: 12; Arrestin-AP2 inh: 2; V-ATPase pH: -3; RTF Ca sens act: 0; LANA DNA inh: -1.7

# Some entries already given, showing only OPRM1-OPRD1 inv.
no.	Compound	OPRM1-OPRD1 inv
2	CN(CCC#N)C(=O)COC(=O)c1ccc2c(c1)C(=O)N(C1CCCCC1)C2=O	7
12	O=C(NNc1ccc([N+](=O)[O-])cc1)Nc1ccccc1	8
20	CCOC(=O)COn1c(=O)c(-c2cccs2)[n+]([O-])c2ccccc21	-12

# Single entries from above:
# no. 20 in RTF Ca sens act shows -4
# no. 10 in RTF Ca sens inh shows -1
# no. 15 in OPRM1-OPRD1 inv shows 8
# no. 3 in RTF Ca sens act shows 1

# (cont.)
No. | canonical_smiles | Wnt act | Pemphigus Ab inh | Keap1 Nrf2 FP | RTF Ca sens inh | MOR-DOR ag | OPRM1-OPRD1 inv | Arrestin-AP2 inh | V-ATPase pH | RTF Ca sens act | LANA DNA inh
21 | CC1(C)Cc2c(sc3ncn(N)c(=N)c23)CO1 | / | 101 | -7 | 6 | -1.4 | 8 | -11 | / | 4 | -1.4
22 | Cc1ccc(-n2c(=O)c(C#N)cc3c(=O)n4ccccc4nc32)cc1C | / | 101 | -4 | -2 | -1.4 | 7 | 3 | -2 | 0 | -0.1
23 | C=CCn1c(SCC(=O)N2CCOCC2)nc(O)cc1=O | / | 96 | 1 | -3 | -2.9 | 16 | 7 | 4 | 0 | 0.2
24 | COc1ccc(C(C)=O)cc1CSc1nc2ccccc2c(=O)n1-c1ccccc1 | 3 | 101 | -2 | -14 | 0.5 | -3 | 2 | 2 | 14 | -1.0
25 | Cc1cc(Cl)ccc1OCCCC(=O)NC1CCN(C)CC1 | -2 | 99 | 2 | -8 | -1.9 | 10 | 7 | 0 | 2 | -0.4
26 | CC(NC(=O)C1CCN(S(=O)(=O)c2ccc3nc4c(c(C(=O)O)c3c2)CCCC4)CC1)c1ccccc1 (centres undefined) | -1 | / | -7 | 3 | -2.6 | 13 | -5 | -2 | -9 | 3.0
